Screening results: PubChem BioAssay, NMMLSC
RGS7-Gao reg: human RGS7-Galphao interaction regulation; P09471; Multiplexed bead flow cytometry, RGS7-Galphao binding; actives lie on both sides; binding response (% of control), % at 10 µM; actives 0.35% (n = 220,000); AID 1439; in the data active = binding response below about 49% or above about 150%; inconclusive = no clear call, values can overlap the other calls; inactive = in between;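 also: fluorescent Galphao held in activated GDP-AlF4 state binding bead-coupled RGS7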
Target sequence (P09471 whole entry, looked up): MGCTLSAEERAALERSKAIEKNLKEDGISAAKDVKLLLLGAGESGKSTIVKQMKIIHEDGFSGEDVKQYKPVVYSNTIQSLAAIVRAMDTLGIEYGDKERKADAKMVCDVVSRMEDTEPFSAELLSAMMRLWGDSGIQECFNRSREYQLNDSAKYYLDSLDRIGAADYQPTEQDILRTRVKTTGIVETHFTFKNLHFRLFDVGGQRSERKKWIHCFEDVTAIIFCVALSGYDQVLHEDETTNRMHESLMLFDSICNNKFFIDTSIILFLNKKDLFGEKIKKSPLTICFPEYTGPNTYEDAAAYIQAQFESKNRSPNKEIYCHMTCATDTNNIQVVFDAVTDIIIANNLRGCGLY
Avidin bead fluor: avidin bead compound fluorescence profile. Avidin beads, compound fluorescence 488/530 nm, flow cytometry; stronger effect = higher value. fluorescence (KMESF) at 10 µM. actives 0.38% (n = 220,000). AID 1775; in the data active = fluorescence above about 47; also: inactives centre near 10
RGS4-Gao reg: human RGS4-Galphao interaction regulation. actives 0.33% (n = 220,000). binding response (% of control), % at 10 µM. Multiplexed bead flow cytometry, RGS4-Galphao binding; actives lie on both sides. AID 1415; in the data active = binding response below about 49% or above about 150%; inactive = in between;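 also: fluorescent Galphao activated with aluminum fluoride binding bead-coupled RGS4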
The depositor's hits bear a star; ? = inconclusive; / = no result given; & = joins results of further samples.

SMILES	RGS7-Gao reg	Avidin bead fluor	RGS4-Gao reg
COc1ccc(C(=O)C[n+]2ccc(-c3nnc4n3CCCCC4)cc2)cc1	?	2	103
CC(Oc1ccc(/C=N/NC(=O)Cc2cccc3ccccc23)cc1)C(=O)O (configuration not stated)	?	4	100
CCn1c(SCC(=O)Nc2ccc(C)cc2)nnc1-c1ccccn1	?	3	96
CCCCCCCc1c(C#N)c(N)[nH]c(=S)c1C#N	?	6	82
O=c1c(C(c2ccc(Br)cc2)c2c(O)nc3n(c2=O)CCCS3)c(O)nc2n1CCCS2	?	6	98
COC(=O)c1c(SCc2cccc3ccccc23)nc(=O)[nH]c1C	?	7	73
Cc1n[nH]c(=S)n(/N=C/c2cccc([N+](=O)[O-])c2)c1=O	?	7	107
CCS(=O)(=O)c1ccc(O)c(NC(=O)/C=C/c2ccc(Cl)cc2)c1	?	7	105
CCc1ccc(NC(=O)N[C@H](C(=O)O)C(C)CC)cc1 (some centres not stated)	?	8	99
CCOC(=O)C1(Cc2cccc(F)c2)CCN(C(=O)COC)CC1	?	6	104
NNC(=O)c1cc(-c2ccccc2)sc1N	?	9	100
COCCN1C=C2C(=O)C(C)(OC(=O)c3cccs3)C(=O)C=C2C=C1CCCC(=O)OC (configuration not stated)	?	11	96
CCCSc1nnc(NC(=O)Nc2ccccc2OC)s1	?	25	134
O=C1Nc2ccccc2/C1=N\N=C\c1ccc(O)c(O)c1	?	6	89
COc1cc(C(CCN2CCOCC2)c2c(OC)cc(OC)c3c2OC(=O)CC3c2ccc(N(C)C)cc2)cc(OC)c1OC (configuration not stated)	?	9	104
N#CC1=C(N)NC(=S)C(C(N)=O)C1c1ccccc1F (configuration not stated)	?	9	100
CCOC(=O)N1CCC(N2Cc3cccc(C(=O)NCc4ccc5c(c4)OCO5)c3C2=O)CC1	?	6	92
COc1ccc(-c2[nH]ncc2CN2CCCN(C(=O)c3ccco3)CC2)cc1F	?	6	92
CCn1c(=O)c2cc(C(=O)N(C)c3ccccc3F)sc2c2ccccc21	?	8	100
S=C1N(c2ccccc2)CN(CCN2CCOCC2)CN1c1ccccc1	?	4	86
COC(=O)CSc1ccnc2cc(Cl)ccc12	?	7	97
Fc1ccc(C2N(c3ccccc3)C(=S)N3CCCN23)cc1 (configuration not stated)	/	9	107
CC(=O)NNC(=O)c1csc(Cc2c(Cl)sc3ccc(Cl)cc23)n1	/	4	65
COc1ccc(CCNC(=O)CCCOc2cccc(C)c2C)cc1OC	?	18	101
CCOc1ccc(C2C3=C(CCCC3=O)OC(N)=C2[N+](=O)[O-])cc1 (configuration not stated)	?	7	105

Structures above that have an NH in an aromatic ring:
SMILES	RGS7-Gao reg	Avidin bead fluor	RGS4-Gao reg
CCCCCCCc1c(C#N)c(N)[nH]c(=S)c1C#N	?	6	82
COC(=O)c1c(SCc2cccc3ccccc23)nc(=O)[nH]c1C	?	7	73
Cc1n[nH]c(=S)n(/N=C/c2cccc([N+](=O)[O-])c2)c1=O	?	7	107
COc1ccc(-c2[nH]ncc2CN2CCCN(C(=O)c3ccco3)CC2)cc1F	?	6	92

Additional compounds follow:
SMILES	RGS7-Gao reg	Avidin bead fluor	RGS4-Gao reg
COC(=O)N/N=C/c1cc(Cl)c(OCc2ccccc2F)c(OC)c1	?	4	104
COc1ccc(OCC(=O)NCCCn2ccnc2)cc1	?	7	102
CCN1C/C(=C/c2cccs2)c2nc3ccccc3c(C(=O)O)c2C1	?	3	97
CCCNc1nc(-c2cc(-c3ccc(Cl)cc3)on2)cc(C(C)C)n1	?	9	102
CC(=O)Nc1cc2cc(NS(=O)(=O)c3ccc(C)cc3)ccc2oc1=O	?	8	99
Cc1cc(OCc2ccccc2)ccc1/C(O)=C1/C(=O)C(=O)N(Cc2cccnc2)C1c1ccncc1 (configuration not stated)	?	7	101
Cc1csc2ncc(C(=O)NCCC(c3ccccc3)c3ccccc3)c(=O)n12	?	7	91
CCCCOC(=O)c1cccnc1	?	4	100
O=C(NNc1ncc(C(F)(F)F)cc1Cl)c1ccc(Cl)c(Cl)c1	?	6	100
C=C(C)C(=O)Nc1cccnc1Oc1ccc(F)cc1	?	9	99
CC(C)C[C@H](NC(=O)c1[nH]cnc1C(=O)Nc1ccc(CNC(=O)OC(C)(C)C)cc1)C(=O)OCc1ccccc1	?	9	84
CC(C)(C)NC(=O)N1CCN(c2ncccc2C(F)(F)F)CC1	?	6	97
COc1ccc(NC(=S)/N=C(\N)Nc2nc(C)c3ccccc3n2)cc1	?	7	88
CC(=O)Nc1ccc(Br)c(Cl)c1	?	5	99
CC(C)OCCCn1c(=NC(=O)c2cccs2)c(C#N)cc2c(=O)n3ccccc3nc21	?	8	96
Cc1cc(=O)oc2cc(Oc3ccc(C(N)=O)cc3[N+](=O)[O-])ccc12	?	4	85
COc1ccc(/C=N/NC(=S)Nc2cc(C(F)(F)F)ccc2Cl)cc1	?	6	103
O=C(c1ccccc1)N1CCN(c2ccc([N+](=O)[O-])cc2-n2cccc2)CC1	?	7	97
CCOC(=O)Cn1cc(/C=C(\C#N)C(=O)N2CCOCC2)c2ccccc21	?	8	92
CC(=O)Nc1ccc(S(=O)(=O)NNC(=O)C(=O)NNc2ccccn2)cc1	?	7	83
O=C(Nc1cccc([N+](=O)[O-])c1)c1cc2ccccc2cc1O	?	3	97
COc1ccc(C(=O)Cn2c(=N)n(C)c3ccccc32)cc1	?	6	96
COc1ccc2c(CC(=O)OCC(=O)Nc3cccc(S(N)(=O)=O)c3)coc2c1	?	12	99
COc1ccc(/C=N\Nc2ccc([N+](=O)[O-])cc2[N+](=O)[O-])c(C(=O)O)c1OC	?	6	109
O=C(CN1CCN(C(=O)C2COc3ccccc3O2)CC1)Nc1ccccc1 (configuration not stated)	?	4	59

Next section (2 carried over from the part before).
SMILES	RGS7-Gao reg	Avidin bead fluor	RGS4-Gao reg
COc1ccc(/C=N\Nc2ccc([N+](=O)[O-])cc2[N+](=O)[O-])c(C(=O)O)c1OC	?	6	109
O=C(CN1CCN(C(=O)C2COc3ccccc3O2)CC1)Nc1ccccc1 (configuration not stated)	?	4	59
CCCCCC1C/C(=N\O)C=C(C)C1C(=O)OC (configuration not stated)	?	8	96
COC(=O)c1cccc(N2CCCC2=O)c1	?	9	102
CC(C)(C)C(=O)Nc1cccc(-c2ncon2)c1	?	3	98
CCc1[nH]c(C(=O)O)c(C)c1C(=O)OC	?	3	85
CCSc1nnc(NC(=O)Nc2cccc(C)c2)s1	?	6	101
CCOC(=O)CNc1nc(Cl)nc(Nc2ccc(Cl)cc2)n1	?	8	97
COc1cc(OC)c(/C=N/NC(=O)COc2cccc3cccnc23)c(OC)c1	?	8	86
C=CCN1c2ccccc2[C@]23C[C@@H](C(=O)OC)N(C(=O)CC(C)C)C2=NC(C(=O)OC)=C(C(=O)OC)[C@H]13	?	15	100
COC(=O)c1cccc(NC(=O)NC(=O)c2ccc(Cl)cc2)c1	?	9	104
Cc1cc(-c2nc(C)c(C(=O)NNS(=O)(=O)c3cccc(C(F)(F)F)c3)s2)no1	?	3	98
COc1nc2c(c(-c3cc(Br)cs3)c1C#N)Cc1ccccc1-2	?	4	95
COCCCNC(=O)c1cc(Sc2nnc(C)s2)nc2ccccc12	?	4	100
Cc1nc(/C(N)=N/OC(=O)c2cccc(Cl)c2)c(C(F)(F)F)o1	?	6	96
CC(C)C[C@H](NC(=O)c1nc[nH]c1C(=O)N[C@@H](CCCCNC(=O)OC(C)(C)C)C(=O)OC(C)(C)C)C(=O)OC(C)(C)C	?	8	97
CC(OCCN(C)C)C(=O)C12CC3CC(CC(C3)C1)C2 (configuration not stated)	?	7	98
CN1CCN(CC#CCC(O)(c2ccccc2)c2ccccc2)CC1	?	9	106
C[C@@H](Oc1ccccc1)c1nnn(Cc2ccccc2)c1-c1c([C@@H](C)Oc2ccccc2)nnn1Cc1ccccc1	?	9	101
Cc1nc(-c2ccc3c(c2)CCC(=O)N3)cs1	?	10	101
NC(=S)N/N=C1\CCSc2ccc(Cl)cc21	?	7	94
CCN(CC)C(=O)COc1ccc(/C(C)=N/Nc2ncc(Cl)cc2Cl)cc1	?	5	96
CCc1ccc(N2CN(CCc3ccccc3)CNC2=S)cc1	?	6	96
COC(=O)c1ccc(Cn2c(O)c(N=NC(N)=S)c3ccccc32)o1	?	7	98
CCc1ccccc1NC(=S)N(CCOC)C(C)c1ccco1 (configuration not stated)	?	8	94
CN1CCc2nc(SC(C(=O)O)c3ccccc3)c(C#N)c(-c3cccs3)c2C1 (configuration not stated)	?	8	102
O=C(O)CC12CC3CC(C1)CC(n1ncc(NCc4ccccc4Cl)c(Cl)c1=O)(C3)C2	?	5	100

One compound at a time, as listed above.
C=CCN1c2ccccc2[C@]23C[C@@H](C(=O)OC)N(C(=O)CC(C)C)C2=NC(C(=O)OC)=C(C(=O)OC)[C@H]13 across the screens: RGS7-Gao reg: ?; Avidin bead fluor: 15; RGS4-Gao reg: 100
O=C(O)CC12CC3CC(C1)CC(n1ncc(NCc4ccccc4Cl)c(Cl)c1=O)(C3)C2 across the screens: RGS7-Gao reg: ?; Avidin bead fluor: 5; RGS4-Gao reg: 100
COc1cc(OC)c(/C=N/NC(=O)COc2cccc3cccnc23)c(OC)c1 across the screens: RGS7-Gao reg: ?; Avidin bead fluor: 8; RGS4-Gao reg: 86

More records follow:
SMILES	RGS7-Gao reg	Avidin bead fluor	RGS4-Gao reg
CCN1CSC(=S)N(Cc2ccc(OC)cc2)C1	?	4	101
Cc1c(/C=N/Nc2nc3ccccc3[nH]2)c2ccccc2n1C	?	5	92
CN(C)c1ncc(CN2CCC(CO)(CCCc3ccccc3)CC2)s1	?	6	101
COc1ccc2cc1Oc1ccc(cc1)C[C@H]1c3cc(c(OC)cc3CCN1C)Oc1c(OC)c(OC)cc3c1[C@H](C2)N(C)CC3	?	9	97
Cc1ccc(N(Cc2cc(=O)[nH]c3ccccc23)C(=O)C(C)C)cc1	?	8	100
O=[N+]([O-])c1ccc(N=Nc2c(Cl)cc(O)cc2Cl)cc1	?	6	114
CCCCC1=CC2=C(c3ccco3)C(=O)C(C)(OC(=O)c3ccc(OC)cc3)C(=O)C2=CN1C1CCCCC1 (configuration not stated)	?	9	100
COC(=O)CC1=C(C(=O)OC)C(c2ccc3c(c2)OCO3)C(C#N)=C(N)O1 (configuration not stated)	?	10	100
CC(C)CCC1(CCNC(=O)c2cccs2)CCOC(C)(C)C1 (configuration not stated)	?	9	104
CCOC(=O)c1[nH]ncc1CN1CCC(Cc2cccc(OC)c2)(C(=O)OCC)CC1	?	6	104
Nc1ccc(OCCCc2c(N)nc(N)nc2N)cc1	?	5	95
O=C(O)/C=C/C(=O)Nc1ccc(Oc2ccccc2)cc1	/	6	107
O=C(Cc1c(F)cccc1Cl)Nc1cc(S(=O)(=O)N2CCCCC2)ccc1N1CCOCC1	?	5	99
CCN(CC(=O)Nc1cccc(S(N)(=O)=O)c1)Cc1nc2ccccc2c(=O)[nH]1	?	7	101
COc1ccc(F)cc1CN1CCN(c2ncnc3scc(-c4ccccc4)c23)CC1	?	13	82
S=c1[nH]ccn1-c1ccccc1Cl	?	7&8	96&98
O=C(C1=NN[C@@H]2C(=O)N(c3cccc(C(F)(F)F)c3)C(=O)[C@H]12)c1cnccn1	?	7	93
Oc1c(Br)cc(Br)cc1CNc1ccccn1	?	8	103
N#CCCN(Cc1cccs1)C(=O)c1ccc(Cl)cc1	/	6	93
Cn1cccc1C(=O)NC(=O)COC(=O)c1cc(Cl)ccc1[N+](=O)[O-]	?	6	102
CC(C)n1c(O)c(N=NC(=O)CNC(=O)CCc2ccccc2)c2ccccc21	?	5	101
CCN(CC)C(=O)CC(c1ccc(OC)cc1)c1c(OC)cc(OC)c2ccc(=O)oc12 (configuration not stated)	?	8	97
O=C1/C(=C/C=C/c2ccco2)SC(=S)N1c1ccc(O)cc1	?	3	97
CCCn1nc(NC(=O)C2CCCO2)c2cc3cccc(C)c3nc21 (configuration not stated)	?	5	105
COC(=O)N/N=C(\CCC(=O)O)c1cccs1	?	4	100

New compounds follow
SMILES	RGS7-Gao reg	Avidin bead fluor	RGS4-Gao reg
O=C(N/N=C/c1ccncc1)c1cnccn1	?	7	104
COc1ccc2c(c1)c(C(=O)CN1CCN(c3ccccc3)CC1)c(C)n2C	?	6	95
CC(NCCC1(Cc2ccccc2Cl)CCOC(C)(C)C1)c1cccs1 (configuration not stated)	?	6	92
O=[N+]([O-])c1cccc(-c2ccc(/C=N/NC(=S)Nc3cccc(F)c3)o2)c1	?	7	105
Cc1cccc(N(CC(=O)NC(C)(C)C)C(=O)CNC(=O)c2cccs2)c1C	?	40	115
COc1ccc(NC2c3ccccc3C(=O)N2c2cccnc2)cc1 (configuration not stated)	?	8	100
CCOC(=O)C1CCCN(c2nc3c(C)cccn3c(=O)c2/C=C(\C#N)C(=O)NCc2ccco2)C1 (configuration not stated)	?	7	102
Cc1cccc(C)c1OCC(=O)N(Cc1ccc(N(C)C)cc1)C1CCS(=O)(=O)C1 (configuration not stated)	?	3	100
Cc1ncc(CO)c(/C=N/NC(=S)Nc2ccc(C(C)C)cc2)c1O	?	6	98
COc1cc(NC(=O)c2nccn2C)cc(C(=O)Nc2cccc(C(F)(F)F)c2)c1	?	7	104
CN(Cc1ccc(OCC(O)CN(C)Cc2ccccc2)cc1)Cc1nccn1C (configuration not stated)	?	5	118
O=C(N/N=C/C=C/c1ccccc1)c1cc(C2CC2)[nH]n1	?	7	96
COc1ccc(CN2CCN(Cc3ccon3)CC2CCO)c(C)c1C (configuration not stated)	?	5	103
COc1cc(CCCN2C(=S)NC[C@@H]2CC2CCCCC2)cc(OC)c1OC	?	15	104
COc1ccc2c(c1)n([O-])c1c([n+]2=O)CCC1	?	6	86
O=C(CN1c2ccccc2Sc2ccccc21)N/N=C/c1ccc([N+](=O)[O-])cc1	?	5	102

The list is partial (hit frequency here may not be typical).
